Compound activity deposited in PubChem BioAssay by National Center for Advancing Translational Sciences (NCATS).
p53 reactivator = re-activators of mutant p53. Potency, µM (highest dose often 92.2 µM), for the others: at the highest dose activity change, positive = activation, most hits filed as activators. H1299 p53-A138V BP100-luciferase reporter, luminescence, 24 h. 320,000 compounds, 0.063% hits; further: potency means the concentration at half of the fitted maximal effect; % of control where 0% means no effect; nearly all actives have a fitted effect of over 45% in size
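p53-null H1299 cells stably carrying temperature-sensitive p53-A138V and a BP100-luciferase reporter were pinned with compounds (4-point, 1:5 series) and held 24 hrs at 37 deg C. Luminescence was read 10 min after detection reagent.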
PKM2 activator = activators of human pyruvate kinase M2; 260,000 compounds, 0.34% hits; purified PKM2, Kinase-Glo ATP luminescence, activation; response scale: 0% is enzyme alone, no compound; Potency, µM (highest dose often 57.5 µM), inactives show at the top dose activation, usual class: activators; P14618; further: potency means the concentration at half of the fitted maximal effect; on the % scale 0 is the no-effect control and ±100 the full control effect; nearly all actives have a fitted effect of over 55% in size
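ATP formation by purified human PK-M2, quantified via coupled luciferase luminescence after 1 h at room temperature with 0.1 mM ADP and 0.5 mM PEP final.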
VP16 counter = counter-screen for ROR gamma inhibitors: Gal4-VP16 reporter; Potency, µM (top dose mostly 53.6 µM), without a hit: at the top dose activity, negative = inhibition, usual class: inhibitors; Drosophila S2 Gal4-VP16 UAS-luciferase, luminescence, 20 h; AID 2546; 310,000 compounds, 3.5% hits;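 further: Gal4-VP16 expression switched on by copper sulfate through the metallothionein promoter; potency means the concentration at half of the fitted maximal effect; on the % scale 0 is the no-effect control and ±100 the full control effect; nearly all actives have a fitted effect of over 50% in size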
Menin MLL FP TR = inhibitors of human menin-MLL interaction, mutant MLL peptide | O00255 | Menin + Texas Red MLL mutant peptide, fluorescence polarization | 270,000 compounds, 0.23% hits | Potency, µM (highest dose often 61.6 µM), for inactives: top-dose FP activity change, negative = inhibition, hits mostly inhibitors; active means well fitted inhibition curve with a large enough effect in the polarisation, with a control signal flat, not every such curve was filed as active; inconclusive means small, poorly fitted or top-dose-only effect, or effect the other way, or a change in a side signal; inactive means no such curve, though single readings can be large or run the other way; the % refers to the polarisation; further: potency means the concentration at half of the fitted maximal effect; % of control where 0% means no effect; many of its hits are not listed in these tables
Target sequence (O00255 whole entry, looked up): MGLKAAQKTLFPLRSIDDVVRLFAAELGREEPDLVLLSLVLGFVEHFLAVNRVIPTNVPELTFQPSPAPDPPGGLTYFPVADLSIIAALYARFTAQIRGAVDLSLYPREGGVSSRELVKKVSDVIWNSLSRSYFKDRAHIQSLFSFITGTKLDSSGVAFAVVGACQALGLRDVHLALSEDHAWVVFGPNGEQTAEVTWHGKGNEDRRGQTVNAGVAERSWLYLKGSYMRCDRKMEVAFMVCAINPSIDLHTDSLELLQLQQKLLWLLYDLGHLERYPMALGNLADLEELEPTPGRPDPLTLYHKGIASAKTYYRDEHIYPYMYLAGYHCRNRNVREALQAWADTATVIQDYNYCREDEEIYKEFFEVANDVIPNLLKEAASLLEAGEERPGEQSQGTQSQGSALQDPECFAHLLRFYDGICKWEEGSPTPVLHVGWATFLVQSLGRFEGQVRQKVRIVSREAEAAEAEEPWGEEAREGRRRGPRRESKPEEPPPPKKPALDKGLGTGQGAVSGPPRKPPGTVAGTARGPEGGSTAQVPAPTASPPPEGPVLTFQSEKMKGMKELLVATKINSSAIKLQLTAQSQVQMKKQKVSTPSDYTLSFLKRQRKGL
NPC1 prom act = activators of NPC1 promoter; Potency, µM (highest dose often 9.22 µM), inactives show at the highest dose activation, actives largely listed as activators; 320,000 compounds, 2.4% hits; Huh7 NPC1 promoter luciferase reporter, 24 h;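 further: potency means the concentration at half of the fitted maximal effect; % of control where 0% means no effect; nearly all actives have a fitted effect of over 60% in size; reporter is driven by a mutant NPC1 promoter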
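Luminescence from an NPC1 promoter-driven luciferase reporter in stably transfected Huh7 cells was measured after 24 h compound treatment at 37 °C, followed by 10 min ambient incubation with luciferase detection reagent.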
FLuc modulator = counter-screen for miR-21 project: firefly luciferase inhibitors or activators; 360,000 compounds, 6.9% hits; Potency, µM (doses to about 57.5 µM), for inactives: at the top dose activity change, negative = inhibition, usual class: inhibitors; purified FLuc, Km substrates, luminescence inhibition; AID 588342;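 further: potency means the concentration at half of the fitted maximal effect; plate controls were vehicle for no effect and reference inhibitor for full effect; nearly all actives have a fitted effect of over 55% in size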
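Purified P. pyralis luciferase, 10 nM final, with Km-level 10 uM D-luciferin and 10 uM ATP in 50 mM Tris acetate pH 7.5, 10 mM Mg acetate, 0.01% Tween-20, 0.05% BSA; 6-point qHTS titration about 60 µM downward; luminescence read.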
Rab9 prom act = Rab9 promoter activation; Huh7 Rab9 promoter-luciferase reporter, luminescence, 24 h; Potency, µM (doses to about 9.22 µM), for inactives: at the top dose activation, negative = inhibition, actives largely listed as activators; 320,000 compounds, 2.8% hits; further: potency means the concentration at half of the fitted maximal effect; % of control where 0% means no effect; nearly all actives have a fitted effect of over 60% in size
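Cells were plated at 1500 per well in reduced-serum medium with 10% FBS and left 2 h. Compound in DMSO was then added for 24 h at 37 °C. Reporter signal was read by luminescence after 10 min with luciferase detection reagent.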
Giardia kill = Giardia lamblia killing; Giardia lamblia trophozoite viability; activity change, % at 7.66 µM, hits read low; 340,000 compounds, 0.15% hits; in the data active means activity change below about -80%; inconclusive means between about -30% and that limit;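 further: parasites exposed to compound for two days anaerobically before the ATP read; on the % scale 0 is the no-effect control and ±100 the full control effect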
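Giardia trophozoites, 100 cells per well, were exposed to compounds for 48 hrs at 37 deg C under anaerobic conditions; viability was then read as ATP content by bioluminescence after 15-30 min at room temperature.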
ELG1 genotox = inducers of genotoxicity in HEK293T ELG1-luciferase cells; AID 504466; HEK293T ELG1-luciferase reporter, luminescence, 16 h; Potency, µM (series often up to 46 µM), for the others: top-dose activity change, positive = activation, most hits filed as activators; 330,000 compounds, 1.3% hits; further: potency means the concentration at half of the fitted maximal effect; % of control where 0% means no effect; nearly all actives have a fitted effect of over 60% in size
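Genotoxicity was scored as increased ELG1-luciferase reporter signal, measured by ONE-Glo luminescence (30 min, room temperature). Compound or vehicle exposure of the HEK293T reporter cells lasted 16 hr at 37°C.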
RORgamma inh = inhibitors of mouse ROR gamma transcriptional activity; Drosophila S2 Gal4-RORgamma UAS-luciferase reporter, 20 h; Potency, µM (highest dose often 53.6 µM), inactives show at the highest dose activity change, negative = inhibition, hits mostly inhibitors; 310,000 compounds, 5.4% hits; further: potency means the concentration at half of the fitted maximal effect; on the % scale 0 is the no-effect control and ±100 the full control effect; nearly all actives have a fitted effect of over 60% in size
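Stably transfected Drosophila Schneider cells are the test system, with ROR gamma fused to Gal4 and luciferase under UAS control; luminescence is read after 20 hr of 700 uM copper sulfate induction at ambient temperature.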
BRCA1 expr up = BRCA1 expression activation | MCF7-BRCA1-FFLuc reporter, luminescence, 48 h; response scale: scaled: vehicle 0%, 10 µM genistein 100% | Potency, µM (titrated, usually from 46.1 µM), without a hit: top-dose activation, usual class: activators | 380,000 compounds, 1.1% hits | AID 624202; further: potency means the concentration at half of the fitted maximal effect; nearly all actives have a fitted effect of over 80% in size; some results filed as inactive show a strong effect at the top dose
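MCF7-BRCA1-FFLuc cells, 2000/well in phenol-red-free MEM, attached 2 h then treated 48 h at 37 C. Luciferase luminescence read 15 min after reagent; normalized to genistein maximum activation (10microM) and DMSO, concentration-response fitted.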
The depositor's hits bear a star; ? = inconclusive; · = no result given; [ ] = remark or other dose. Unless noted, the call rests on the fitted dose curve; in most records, active means well fitted curve in the direction sought with a large enough effect; inconclusive means small, poorly fitted or top-dose-only effect, or another doubt; inactive means no such curve, though single readings can be large; an effect the other way counts as inactive or inconclusive. A portion of the library; the hit share may differ from the screen's.

SMILES	p53 reactivator	PKM2 activator	VP16 counter	Menin MLL FP TR	NPC1 prom act	FLuc modulator	Rab9 prom act	Giardia kill	ELG1 genotox	RORgamma inh	BRCA1 expr up
Cn1nccc1C(=O)Nc1cccc(C(F)(F)F)c1	-2%	13%	3%	17%	0%	-2%	-4%	3	0%	23%	6%
CCc1cc(=O)oc2c(C)c(O)c(CN(C)C)cc12	-3%	0%	-1%	2%	-2%	1%	-1%	-7	-10%	-5%	23%
CCC(C)c1ccc(NC(=O)C/C(C)=N/NC(=O)c2cnccn2)cc1 (centres undefined)	27%	-7%	-6%	0%	18%	?	26%	11	16%	-15%	1%
CCN(CC)S(=O)(=O)c1ccc(C(=O)N2CCc3ccccc32)cc1	-3%	-1%	0%	?	6%	-4%	1%	-22	-8%	0%	25%
O=C(N[C@@H](Cc1ccccc1)C(=O)NC1CCCCCC1)c1ccco1	9%	-15%	29%	-14%	24%	-25%	20%	5	?	8%	11µM*
COc1cc(/C=N/S(=O)(=O)CCc2ccccc2)ccc1O	22%	-4%	3%	-9%	-2%	0%	-3%	0	-1%	1%	6%
CCCCn1c(N)c(N(CCC(C)C)C(=O)COC(=O)c2cccnc2OCC)c(=O)[nH]c1=O	-3%	·	·	·	-4%	-1%	-1%	-6	1%	·	-18%
O=C(CSc1nnc(-c2ccccn2)o1)Nc1ccc(F)cc1	?	·	24%	·	2µM*	6%	?	10	?	11%	114%
CC1CCN(c2ccc3nnc(CCC(=O)NC(C)C)n3n2)CC1	-2%	·	-3%	4%	-1%	-1%	-6%	-4	2%	1%	1%
CC1CC(C)CN(C(=O)c2nn(C)c3c2CSc2ccccc2-3)C1 (centres undefined)	2%	3%	4%	-12%	-5%	1%	1%	-19	-1%	-17%	-28%

In the list so far, these contain a halogen:
SMILES	p53 reactivator	PKM2 activator	VP16 counter	Menin MLL FP TR	NPC1 prom act	FLuc modulator	Rab9 prom act	Giardia kill	ELG1 genotox	RORgamma inh	BRCA1 expr up
Cn1nccc1C(=O)Nc1cccc(C(F)(F)F)c1	-2%	13%	3%	17%	0%	-2%	-4%	3	0%	23%	6%
O=C(CSc1nnc(-c2ccccn2)o1)Nc1ccc(F)cc1	?	·	24%	·	2µM*	6%	?	10	?	11%	114%

(further entries)
SMILES	p53 reactivator	PKM2 activator	VP16 counter	Menin MLL FP TR	NPC1 prom act	FLuc modulator	Rab9 prom act	Giardia kill	ELG1 genotox	RORgamma inh	BRCA1 expr up
CC(C)(C)c1nc2ccccc2c2nnc(SCC(=O)Nc3nccs3)n12	3%	1%	-14%	10%	-24%	2%	-11%	16	5%	-36%	-65%
CCOC(=O)NC(=O)c1cn(CCNCCO)c(=O)[nH]c1=O	0%	-16%	7%	-1%	0%	-2%	-10%	-7	1%	-7%	9%
CC(C)NC(=O)COc1ccc(S(=O)(=O)N(C)Cc2ccccc2)cc1	0%	-4%	-9%	·	-2%	-5%	-2%	-29	-3%	22%	10%
N#C/C(=C\c1ccc(OCCN2CCOCC2)cc1)C(=O)Nc1ccccc1F	2%	-8%	-6%	·	-5%	-16%	0%	-9	1%	?	-2%
Cc1ccc(N(CC(=O)NCCc2ccccc2)C(=O)c2csnn2)cc1	7%	-1%	-10%	-15%	2%	-2%	13%	-17	17%	15%	14%
Cc1noc(C)c1S(=O)(=O)Nc1ccccc1OC(F)(F)F	-4%	-3%	-9%	·	-2%	0%	1%	9	-1%	38%	-5%
COc1ccccc1C(=O)NC(=O)COC(=O)CCOc1ccccc1C	4%	·	·	·	2%	-2%	3%	8	-9%	·	-4%
CC(=O)N/C(=C\c1ccccc1)C(=O)OC(C)C(=O)N(C)c1ccccc1 (centres undefined)	-1%	·	·	·	-2%	3%	-5%	-1	1%	·	-21%
O=C(CCc1ccccc1)Nc1ccc2c(c1)C(=O)OC2	?	·	23%	-20%	1%	1%	-1%	0	3%	?	24%
Cc1ccc(S(=O)(=O)Nc2ccncc2)c(C)c1N(C)S(=O)(=O)c1ccc(F)cc1	-4%	0%	-14%	-11%	-5%	2%	-5%	9	0%	-7%[10 µM]	1%
Cc1ccccc1OCC(=O)N/N=C1\CC(=O)CC(C)(C)C1	-7%	-6%	8%	·	0%	3%	-2%	4	-1%	-19%	15%
N#Cc1nc(-c2ccco2)oc1NCCCN1CCOCC1	3%	-40%	-10%	2%[11.7 µM]	-3%	-1%	9%	-2	2%	0%	5%
COc1cc2nc(Cl)nc(N3CCCCC3)c2cc1OC	0%	7%	-4%	3%	3%	-1%	-2%	-26	-17%	-3%	-45%
NC(=O)c1nsc(C(=O)N(Cc2ccco2)C(C(=O)NCC2CCCO2)c2ccc(O)cc2)c1N (centres undefined)	9%	·	-17%	9%	1%	-1%	-3%	?	-4%	-2%	-19%
COc1ccc(C(=O)N[C@H]2CCCCNC2=O)cc1OC1CCN(C(C)C)CC1	2%	0%	1%	0%	4%	0%	2%	-17	1%	-19%	7%
O=C1OCC(c2ccccc2)=C1c1ccc(S(=O)(=O)N2CCOCC2)s1	4%	0%	0%	-3%	-4%	-7%	0%	6	-3%	-1%	-29%
CCN(CC)S(=O)(=O)c1cccc(-c2nnc(SCCOc3ccccc3)o2)c1	1%	-2%	1%	-1%[11.7 µM]	2%	-1%	-1%	10	-9%	28%	-52%
CCO[C@H]1OC(C(=O)N2CCN(C)CC2)=C[C@@H](c2ccc3c(c2)OCO3)[C@@H]1CCCO	0%	-1%	-5%	6%	-5%	0%	-10%	25	0%	18%	4%
Cc1ccc(S(=O)(=O)NCC(=O)OCC(=O)Nc2ccccc2OC(F)F)cc1	1%	9%	-5%	-2%	-3%	3%	1%	2	5%	-35%	-5%
Cc1ccc(NC(=O)C2CCCCC2)c(O)c1	5%	-2%	?	-15%	2%	?	10%	·	9%	22%	·
COc1ccc(CCN2CC(C(=O)NCc3cc(C(C)C)no3)CCC2=O)cc1 (centres undefined)	·	-2%	3%	?	-3%	4%	-8%	19	5%	3%	11%
C[C@]12CCC(=O)C=C1[C@H](O)C[C@@H]1[C@@H]2[C@@H](O)C[C@@]2(C)[C@H]1CC[C@]2(O)C(=O)CO	2%	-14%	-1%	8%	-5%	3%	-1%	12	8%	24%	3%
O=C(NCCOc1ccccc1)C1CCC(=O)N(CCc2ccccn2)C1 (centres undefined)	-1%	·	-4%	0%	-3%	0%	-2%	-7	-1%[9.26 µM]	-10%	21%
CCOc1cc(-c2noc(CCC(=O)NCCc3ccccc3)n2)ccc1OC	·	-1%	9%	0%	-1%	1%	6%	-12	4%	31%	-1%
CCOc1cc(/C=C2\SC(=O)N(CC(=O)Nc3ccccc3F)C2=O)cc([N+](=O)[O-])c1O	-3%	?	-3%	?	-7%	?	-9%	-10	-4%	14%	-40%
COc1ccc(Nc2oc(-c3ccccc3)nc2C#N)cc1	4%	1%	1%	1%	1.8µM*	?	1.6µM*	7	?	-9%	24%

For convenience, some entries already given.
SMILES	p53 reactivator	PKM2 activator	VP16 counter	Menin MLL FP TR	NPC1 prom act	FLuc modulator	Rab9 prom act	Giardia kill	ELG1 genotox	RORgamma inh	BRCA1 expr up
CCOc1cc(/C=C2\SC(=O)N(CC(=O)Nc3ccccc3F)C2=O)cc([N+](=O)[O-])c1O	-3%	?	-3%	?	-7%	?	-9%	-10	-4%	14%	-40%
COc1ccc(Nc2oc(-c3ccccc3)nc2C#N)cc1	4%	1%	1%	1%	1.8µM*	?	1.6µM*	7	?	-9%	24%

Retrieved by compound from the list above:
SMILES	p53 reactivator	PKM2 activator	VP16 counter	Menin MLL FP TR	NPC1 prom act	FLuc modulator	Rab9 prom act	Giardia kill	ELG1 genotox	RORgamma inh	BRCA1 expr up
CCOc1cc(-c2noc(CCC(=O)NCCc3ccccc3)n2)ccc1OC	·	-1%	9%	0%	-1%	1%	6%	-12	4%	31%	-1%
COc1ccc(CCN2CC(C(=O)NCc3cc(C(C)C)no3)CCC2=O)cc1 (centres undefined)	·	-2%	3%	?	-3%	4%	-8%	19	5%	3%	11%
COc1ccc(Nc2oc(-c3ccccc3)nc2C#N)cc1	4%	1%	1%	1%	1.8µM*	?	1.6µM*	7	?	-9%	24%
